Epigenetic derep = derepresses silenced GFP reporter in murine cells; murine LDR cells, GFP reporter derepression, 30 h; Potency, µM (doses to about 53.9 µM), inactives show at the top dose GFP activation, most hits filed as activators; 280,000 compounds, 0.2% hits; AID 1865; further: potency means the concentration at half of the fitted maximal effect; % of control where 0% means no effect; nearly all actives have a fitted effect of over 60% in size
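Murine LDR cells bearing a silenced CMV-driven GFP reporter were exposed to compound for 30 h at 37 C. After PBS washes, GFP-positive cells (20-120 um objects) counted by laser-scanning microplate cytometry.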
Tau fluor counter = counter-screen for tau fibril formation inhibitors. tau K18 P301L (four-repeat tau fragment) Alexa594 fluorescence, heparin fibrillization. Potency, µM (series often up to 57.7 µM), for inactives: at the highest dose activity change, negative = decrease. 280,000 compounds, 0.93% hits. AID 1463; further: potency means the concentration at half of the fitted maximal effect; on the % scale 0 is the no-effect control and ±100 the full control effect; nearly all actives have a fitted effect of over 55% in size
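Human K18 P301L tau (15 uM unlabeled plus 0.24 uM Alexa 594-labeled, final) in 100 mM sodium acetate pH 7 was mixed with compound and 20 uM heparin and incubated 6 hr at 37 C.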
Tau FP inhib = blocks human tau fibril formation measured by polarization | P10636 | K18 P301L tau heparin fibrillization, Alexa594 FP, 6 h | Potency, µM (doses to about 57.7 µM), for the others: at the highest dose activity, negative = inhibition, hits mostly inhibitors | 280,000 compounds, 0.39% hits | AID 1468; further: potency means the concentration at half of the fitted maximal effect; on the % scale 0 is the no-effect control and ±100 the full control effect; nearly all actives have a fitted effect of over 55% in size
Target sequence (P10636 561-689 P618L limits assumed): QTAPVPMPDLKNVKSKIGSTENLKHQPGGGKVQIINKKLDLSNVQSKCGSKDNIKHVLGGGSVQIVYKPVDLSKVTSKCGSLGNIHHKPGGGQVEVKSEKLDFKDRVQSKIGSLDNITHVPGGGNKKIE
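Steps: dispense K18 P301L tau (15 uM plus 0.24 uM Alexa 594 tracer, final) in pH 7 sodium acetate; add compound; add heparin (20 uM final); incubate 6 hr, 37 C; add ThT (30 uM final); after 1 hr ambient, read FP.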
CBFb RUNX1 block = inhibitors of human CBF-beta and RUNX1 interaction. 230,000 tested, under 10 active. AID 1477. Potency, µM (highest dose often 59.8 µM), for inactives: at the highest dose activity, negative = inhibition, most hits filed as inhibitors. AlphaScreen CBFb-His/RUNX1-biotin binding, biochemical; further: % of control where 0% means no effect
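CBF-beta (His) and RUNX1 (biotin), 30 nM each; 20 min preassociation; + compound, 15 min; + beads 50 ng each (Ni, streptavidin), 90 min; RT; AlphaScreen read.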
TexasRed fluor = Texas Red fluorescence interference in TRb-SRC2 counter-screen | TRb/SRC2 Texas Red total fluorescence interference | Potency, µM (series often up to 106 µM), for inactives: at the top dose fluorescence change, negative = quenching | 280,000 compounds, 0.29% hits; active means well fitted curve in either direction with a large enough effect; inconclusive means small, poorly fitted or top-dose-only effect; further: potency means the concentration at half of the fitted maximal effect; on the % scale 0 is the no-effect control and ±100 the full control effect
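Human TRb ligand-binding domain at 0.6 uM with 20 nM Texas Red SRC2 peptide in Tris buffer containing 1 uM T3 and 5% DMSO, incubated with compound 5 h at ambient temperature. Total fluorescence (555/632 nm) calculated as parallel + 2 × perpendicular.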
NPSR antagonist = antagonists of human neuropeptide S receptor cAMP signaling; Q6W5P4; CHO-NPSR cells, cAMP TR-FRET, antagonist mode; Potency, µM (titrated, usually from 38.3 µM), inactives show at the highest dose activity change, negative = inhibition, hits mostly inhibitors; AID 1461; 220,000 compounds, 1% hits; further: potency means the concentration at half of the fitted maximal effect; on the % scale 0 is the no-effect control and ±100 the full control effect; nearly all actives have a fitted effect of over 50% in size; many of its hits are not listed in these tables
Target sequence (Q6W5P4 whole entry, looked up): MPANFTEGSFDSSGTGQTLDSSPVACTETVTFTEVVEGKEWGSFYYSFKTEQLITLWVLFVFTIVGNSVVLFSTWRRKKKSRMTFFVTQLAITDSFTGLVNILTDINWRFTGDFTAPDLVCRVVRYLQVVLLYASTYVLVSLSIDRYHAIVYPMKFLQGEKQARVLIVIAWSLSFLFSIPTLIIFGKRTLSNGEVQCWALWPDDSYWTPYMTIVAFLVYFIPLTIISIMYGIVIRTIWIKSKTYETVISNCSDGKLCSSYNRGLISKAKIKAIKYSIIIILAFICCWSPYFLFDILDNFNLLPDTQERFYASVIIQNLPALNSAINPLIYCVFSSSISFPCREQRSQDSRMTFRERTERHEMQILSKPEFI
TRb-SRC2 inh = inhibitors of human thyroid hormone receptor beta-SRC2 interaction; TRbeta-SRC2 peptide binding, fluorescence polarization; receptor liganded with 1 µM T3; Potency, µM (doses to about 106 µM), for the others: at the top dose activity change, negative = inhibition, usual class: inhibitors; 280,000 compounds, 0.065% hits; AID 1469;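 further: potency means the concentration at half of the fitted maximal effect; plate controls were bound peptide for no effect and peptide without receptor for full effect; nearly all actives have a fitted effect of over 50% in size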
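Quantitative HTS by FP: 0.6 uM TRb LBD, 20 nM labeled SRC2 20-mer, 1 uM T3, 5% DMSO; 5 hr ambient incubation; % activity per concentration and potencies from concentration series.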
GLA spleen mod = inhibits or activates alpha-galactosidase in human spleen homogenate; Potency, µM (top dose mostly 80 µM), without a hit: at the highest dose activity change, negative = inhibition, actives largely listed as inhibitors; P06280; 240,000 compounds, 0.008% hits; human spleen homogenate, 4MU-alpha-Gal fluorescence, 40 min; AID 2107;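 further: potency means the concentration at half of the fitted maximal effect; 0% = enzyme with vehicle and -100% = no enzyme basal signal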
Target sequence (P06280 32-429 limits assumed): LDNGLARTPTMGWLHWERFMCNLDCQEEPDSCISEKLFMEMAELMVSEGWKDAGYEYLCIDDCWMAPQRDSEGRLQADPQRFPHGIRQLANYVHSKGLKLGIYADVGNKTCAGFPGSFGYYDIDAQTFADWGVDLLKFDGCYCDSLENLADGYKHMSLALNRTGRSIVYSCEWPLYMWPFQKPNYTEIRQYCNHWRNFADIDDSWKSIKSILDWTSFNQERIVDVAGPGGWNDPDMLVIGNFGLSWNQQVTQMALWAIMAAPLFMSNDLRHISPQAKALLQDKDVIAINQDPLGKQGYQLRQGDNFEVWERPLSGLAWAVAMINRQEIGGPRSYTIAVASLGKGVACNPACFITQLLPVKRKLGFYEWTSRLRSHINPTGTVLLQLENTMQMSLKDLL
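Human spleen homogenate (1 ug) was the enzyme source, with 4-methylumbelliferyl-alpha-D-galactopyranoside (1 mM final) in pH 5.0 citrate buffer with 0.01% Tween-20. Compounds were titrated; after 40 min at 37C, NaOH/glycine stop, 4-MU fluorescence read; AC50 from Hill fits.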
* = called active by the depositor; ? = inconclusive; · = no result given; [ ] = another dose, or the depositor's remark. Unless noted, the call rests on the fitted dose curve; in most records, active means well fitted curve in the direction sought with a large enough effect; inconclusive means small, poorly fitted or top-dose-only effect, or another doubt; inactive means no such curve, though single readings can be large; an effect the other way counts as inactive or inconclusive. Not all compounds are listed (hit frequency here may not be typical).

SMILES | Epigenetic derep | Tau fluor counter | Tau FP inhib | CBFb RUNX1 block | TexasRed fluor | NPSR antagonist | TRb-SRC2 inh | GLA spleen mod
Cc1ccc2[nH]c(=O)c(CN(CC3CCCO3)S(=O)(=O)c3c(C)ccc4nsnc34)cc2c1 (stereo not given) | 0.7% | 0% | -1% | 4% | -5% | -11%[46.1 µM] | -6% | -5%
CC/C(=N\OC(=O)c1ccc(OC(C)C)cc1)c1ccc(C)cc1 | 3.2% | -15% | 5% | 13% | -2% | ? | 6% | 5%
CC(C(=O)c1ccc(-c2ccccc2)cc1)[n+]1cccc(NC(=O)c2ccccc2)c1 (stereo not given) | 2.3% | -10% | -6% | -5% | -4% | -15% | 9% | 5%
Cc1nc2ncnn2c(C)c1CCC(=O)N1CCN(c2ccccn2)CC1 | 0.0% | 0% | 4% | -1% | -8% | -18%[46.1 µM] | -7% | -9%
Cc1cccc(NC(=O)CCc2c(C)nc3nc(CNC(=O)c4cccc(F)c4)nn3c2C)c1 | 3.1% | -11% | 0% | · | 0% | · | -4% | ·
CCOC(=O)c1c(C)c(-c2ccccc2)n(CC(=O)NCCC(C)C)c1C | -0.9% | -14% | -5% | 6% | 1% | -7%[46.1 µM] | 2% | 4%
COC(=O)c1ccc(OC)c(CSc2nnc(COc3ccc(OC)cc3)o2)c1 | -5.7% | -28% | 0% | ? | -3% | -26%[46.1 µM] | 0% | -10%
O=C(Nc1ccc(CN2CCOCC2)cc1)c1ccc(-c2ccc(Cl)cc2Cl)o1 | 6.3% | ? | -4% | -21% | -2% | -12% | 13% | 7%
Cc1cc(C(F)(F)F)cc(NNC(=O)NC(=O)c2ccccc2Cl)n1 | 0.0% | -19% | -2% | 5% | -1% | -11% | 0% | 6%
COC(=O)Cc1csc(NC(=O)CSc2nnc3ccccn23)n1 | 6.6% | -7% | -6% | 8% | -1% | 3% | 1% | -4%
Cc1cc(NC(=O)Cc2csc(-c3ccccc3)n2)ccc1Br | -0.9% | -27% | ? | 4% | -3% | -11%[46.1 µM] | 8% | -7%
Cc1ccc(CNC(=O)CCS(=O)(=O)c2cccc3nsnc23)cc1 | 1.9% | 1% | -2% | 0% | -4% | -1%[46.1 µM] | 11% | 5%
CCOCCCNCC(=O)Nc1ccc(S(=O)(=O)NC(C)CC)cc1 (stereo not given) | -4.9% | 9% | 8% | -13% | 1% | 16% | 1% | 0%
N#Cc1ccc[n+](CC(=O)c2ccc(NC(=O)c3ccccc3)cc2)c1 | -0.3% | -14% | 11% | 1% | 0% | 3%[7.67 µM] | 2% | 0%
CC(C)c1ccc(NC(=O)C(c2ccccc2)N(C)C(=O)c2cnccn2)cc1 (stereo not given) | 1.7% | -5% | 3% | -4% | -2% | -15% | -3% | -8%
NC(N)=NCCCc1cn(CC(=O)N2CCNCC2)nn1 | -1.8% | 4% | -3% | 12% | -3% | -40% | 1% | 3%
CCOc1ccc(CNC(=O)Cn2c(=O)c3cccn3c3ccccc32)cc1 | 0.0% | -23% | 10% | · | ? | · | 4% | ·
CCOC(=O)c1cc2c(N)c(C(=O)c3ccc(Br)cc3)sc2[nH]c1=O | 3.4% | -20% | -5% | 2% | 0% | -34% | 0% | 2%
CCS(=O)(=O)c1ncc(N(Cc2ccccc2)Cc2ccco2)c(C(=O)Nc2ccccc2C)n1 | 8.1% | 6% | 2% | · | -57% | · | -4% | ·
Cc1ccc(-n2c(SCC(=O)Nc3cc(C)on3)nc3c(c2=O)SC(C)C3)cc1 (stereo not given) | 0.0% | -4% | -3% | 16% | -1% | -16%[46.1 µM] | 1% | 2%
O=S(=O)(NCc1ccccc1Cl)c1ccc(-c2cnc(C3CC3)o2)cc1 | -0.1% | -26% | 6% | · | -1% | · | 4% | ·
Cc1ccc2nc(-c3ccncc3)c(NC3CCCC3)n2c1 | -0.1% | -23% | 8% | 18% | -1% | -30% | 2% | -18%
CCC/C(C)=N/NC(=O)c1ccccc1O | 0.0% | 5% | 1% | -16% | -7% | 12% | 15% | -5%
O=c1c(Cl)c(N2CCC3(CC2)OCCO3)cnn1C12CC3CC(CC(C3)C1)C2 | 0.0% | 5% | 1% | 15% | -4% | -6% | -2% | -1%
COc1c(O[C@H]2O[C@@H](CO)[C@@H](O)[C@@H](O)[C@@H]2O)cc2c(c1OC)-c1ccc(SC)c(=O)cc1[C@H](NC(C)=O)CC2 | 1.1%[16.9 µM] | · | · | 0%[21.7 µM] | -1%[53 µM] | · | -4%[53 µM] | 3%[29.1 µM]
New compounds follow:
SMILES | Epigenetic derep | Tau fluor counter | Tau FP inhib | CBFb RUNX1 block | TexasRed fluor | NPSR antagonist | TRb-SRC2 inh | GLA spleen mod
C=CCN1C(=O)/C(=C\c2ccc(OC(=O)c3ccco3)c(OC)c2)SC1=S | ? | ? | 12% | -1% | -3% | -20% | 4% | 0%
CCOC(=O)c1cnc2ccc(Cl)cc2c1Nc1ccc(S(=O)(=O)Nc2ncccn2)cc1 | -1.1% | -7% | -1% | 5% | 6% | -20% | -2% | -6%
COC(=O)c1ccc(NC(=O)c2cccc(Cl)c2)o1 | 0.0% | -13% | 4% | -1% | -3% | 0%[46.1 µM] | 0% | -4%
Cc1cc(C)c(-c2cc(C)nc3ncnn23)c(C)c1 | -0.6% | 2% | 1% | 7% | -4% | 14% | -4% | 6%
COc1ccc(NC2=C(NCCO)C(=O)c3ccccc3C2=O)cc1 | -3.8% | ? | ? | 3% | -4% | -31% | ? | -9%
Cc1c(C(=O)NCCN2CCOCC2)oc2ccc(S(=O)(=O)N3CCCCCC3)cc12 | 1.2% | 7% | 9% | 10% | 2% | -12%[46.1 µM] | -17% | -12%
COC(=O)c1sccc1S(=O)(=O)N1CCN(c2cc(Cl)ccc2C)CC1 | 0.0% | -19% | -7% | · | 2% | · | 1% | ·
CN(Cc1ccccc1)C(=O)CN1C(=O)C2C3C=CC(C3)C2C1=O (stereo not given) | -1.0% | -3% | -6% | -2% | 2% | 4%[46.1 µM] | 0% | -6%
Cc1c(C(=O)O)cc(C(C)(C)C)n1CCSCCO | 0.0% | -4% | 5% | 4% | -3% | 6% | 9% | 1%
CCOC(=O)CSc1cc(C)nc(N)n1 | 0.9% | 2% | -5% | 6% | -3% | 0%[46.1 µM] | -2% | -2%
C=CCn1c(-c2ccoc2C)n[nH]c1=S | 0.1% | -3% | 9% | 17% | -10% | 10%[46.1 µM] | -9% | 14%
COCCNC(=S)N/N=C(\C)CCc1ccc2c(c1)OCO2 | 0.0% | -1% | -6% | 4% | 0% | -32% | 1% | 7%
COc1ccc(OCC(=O)NC(CC(=O)O)c2ccc(OC)c(OC)c2)cc1 (stereo not given) | -3.9% | -1% | -3% | 0% | -4% | 15% | -1% | -5%
O=S(=O)(Nc1ccc2nc(C(F)(F)F)[nH]c2c1)c1ccccc1 | -1.6% | 1% | 4% | 5% | 1% | -2%[46.1 µM] | -6% | 4%
O=C(NCc1cccnc1)Nc1cccc(F)c1 | 1.5% | 8% | 6% | 1% | 2% | 19% | -3% | -3%
Cc1ccc(-n2cnnn2)cc1S(N)(=O)=O | 1.8% | 2% | -14% | · | -2% | · | 2% | ·
O=C(CCc1nc2ccccc2s1)OCC(=O)N1CCN(C(=O)c2ccco2)CC1 | 0.0% | -1% | 1% | 3% | -5% | -10%[46.1 µM] | 4% | 3%
Cc1cccc(-n2c(SCC(=O)O)nc3sc4c(c3c2=O)CCC4)c1 | -3.7% | -2% | -5% | -4% | 1% | ? | 3% | 1%
CCCCC1=CC2=CC(=O)C(C)(OC(=O)CC)C(=O)C2=CN1C1CCCC1 (stereo not given) | -0.7% | -5%[11.6 µM] | 2%[11.6 µM] | 3%[13.1 µM] | -1%[11.2 µM] | 0% | 6%[11.2 µM] | -3%[17.5 µM]
COc1ccc2nc(NC(=O)c3cnccn3)sc2c1 | -0.9% | -13% | 5% | -19% | -3% | -7%[46.1 µM] | 7% | 1%
c1ccc(-n2ncc3c(NCCCN4CCOCC4)ncnc32)cc1 | -1.7% | -5% | 5% | -3% | -5% | -11%[46.1 µM] | 2% | -7%
C=CCn1c(=O)n(CCC#N)c(=O)n(CCC#N)c1=O | 0.0% | 3% | -2% | 2% | 0% | ? | 12% | 4%
CC(COc1ccc(/C=C/c2ccccc2)cc1)[N+](C)(C)C (stereo not given) | 6.1% | -7% | 4% | 5% | -6% | -13%[46.1 µM] | 1% | 0%
Cc1[nH]c(=O)[nH]c(=O)c1S(=O)(=O)N1CCCC(C(=O)NCc2ccc3c(c2)OCO3)C1 (stereo not given) | -1.4% | -5% | 5% | -17% | -2% | 8% | 5% | 1%
O=C(NCC(c1cccs1)S(=O)(=O)c1cccs1)c1cccc(F)c1 (stereo not given) | 0.0% | -4% | -6% | · | -2% | · | 4% | ·
(further entries)
SMILES | Epigenetic derep | Tau fluor counter | Tau FP inhib | CBFb RUNX1 block | TexasRed fluor | NPSR antagonist | TRb-SRC2 inh | GLA spleen mod
COc1ccc(C)cc1N(CC(=O)N/N=C/c1ccccc1C(=O)O)S(=O)(=O)c1ccccc1 | 1.1% | -3% | 6% | -2% | -1% | 21% | 3% | -4%
COc1ccc2nc(C)c3c(c2c1)OC(C)C3 (stereo not given) | 1.5% | 2% | 4% | 6% | -2% | -14%[46.1 µM] | -4% | 2%
COc1ccc(CNc2n[nH]c(NCc3ccc(OC)c(OC)c3)n2)cc1OC | -1.0% | -7% | -11% | -5% | -5% | 0%[46.1 µM] | -3% | -3%
COc1ccc(NC(=O)C(C)N(c2ccccc2)S(C)(=O)=O)cc1 (stereo not given) | -2.7% | -5% | -9% | · | -1% | · | 11% | ·
O=C(N1CCOCC1)C12CCC3CC(CC(C3)C1)C2 | -1.8% | 1% | -4% | 3% | 1% | 11%[46.1 µM] | -3% | -9%
Cc1ccc(N=Nc2c(O)ccc3n[nH]nc23)cc1 | 0.0% | ? | 8% | ? | -3% | 53% | 5% | -13%

Source: PubChem
